ADAM10 inh – inhibits human ADAM10. O14672. recombinant ADAM10, EDANS/DABCYL FRET peptide cleavage, 3 h. inhibition, % at 7 µM. 0.62% of 370,000 active. AID 720582;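 active = inhibition above a per-campaign cutoff equal to the mean of compounds falling between control-based bounds plus 3 SD, cut at about 20% in these data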;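 note: 0% = DMSO wells while the 100% control is not disclosed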
ARFGAP1 inh – inhibitors of rat ARFGAP1. inhibition, % at 16.5 µM. Q62848. 0.26% of 360,000 active. Arfgap1-stimulated ARF1 GTP hydrolysis, GDP FP detection;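 active = inhibition above a per-plate limit, mean inhibition of low control wells plus 3 SD, cut at about 25% in these data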;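 note: 0% = DMSO wells with enzyme and 100% = wells lacking Arfgap1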
Target sequence (Q62848 1-136 limits assumed): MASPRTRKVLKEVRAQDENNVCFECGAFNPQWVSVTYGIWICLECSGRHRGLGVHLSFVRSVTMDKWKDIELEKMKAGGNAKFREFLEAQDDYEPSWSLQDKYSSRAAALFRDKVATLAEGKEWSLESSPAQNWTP
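System: truncated rat Arfgap1 GAP domain / Medium: HEPES-based buffer, pH 7.5 / Also added: N-terminally truncated human ARF1-GTP substrate / Incubation: enzyme reaction 120 min at 25 °C after 20 min preincubation / Measured by: FP of antibody-bound GDP Alexa 633 tracer, ex 620/em 688 nm / Replicates: singlicate, each compound tested once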
TDP2 inh – TDP2 (human) inhibition, absorbance primary screen | O95551 | recombinant TDP2, T5PNP hydrolysis, p-nitrophenol absorbance 415 nm | inhibition, % at 12.8 µM | 0.34% of 370,000 active;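 active = inhibition above the mean of all tested compounds plus 3 SD, set per campaign, cut at about 25% in these data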;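 note: 0% = DMSO with enzyme and 100% = buffer with substrate but no TDP2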
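Test system: human TDP2 enzyme; Input: 120 nM TDP2 per well; Buffer or medium: Mg2+-containing Tris-HCl buffer, pH 7.5; Reagent: 5 mM T5PNP; Dosing: 12.8 µM single point, 1% DMSO; Incubation: reaction 2 h, 37 °C; Detection: p-Nitrophenol epi absorbance; Read-out: % inhibition relative to enzyme-containing and enzyme-free wells; Replicates: single well per compound.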
LEDGF integ inh – blocks HIV-1 LEDGF/p75-dependent DNA integration; TR-FRET IN-LEDGF/p75 DNA integration, Eu/Cy5; inhibition, % at 3.7 µM; 0.64% of 370,000 active; AID 743269;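 active = inhibition above the screen-wide mean plus 3 SD, cut at about 13% in these data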;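 note: signal is the Cy5 over europium emission ratio at 671 and 618 nm; 0% = plate median of compound wells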
ADAM17 inh – inhibits human ADAM17; 0.83% of 370,000 active; inhibition, % at 6.95 µM; recombinant ADAM17, EDANS/DABCYL FRET peptide cleavage;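 active = inhibition above the mean of compounds lying between control limits plus 3 SD, set per campaign, cut at about 8.5% in these data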;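 note: 0% = DMSO-only wells as the low control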
Target sequence (P78536 215-824 limits assumed): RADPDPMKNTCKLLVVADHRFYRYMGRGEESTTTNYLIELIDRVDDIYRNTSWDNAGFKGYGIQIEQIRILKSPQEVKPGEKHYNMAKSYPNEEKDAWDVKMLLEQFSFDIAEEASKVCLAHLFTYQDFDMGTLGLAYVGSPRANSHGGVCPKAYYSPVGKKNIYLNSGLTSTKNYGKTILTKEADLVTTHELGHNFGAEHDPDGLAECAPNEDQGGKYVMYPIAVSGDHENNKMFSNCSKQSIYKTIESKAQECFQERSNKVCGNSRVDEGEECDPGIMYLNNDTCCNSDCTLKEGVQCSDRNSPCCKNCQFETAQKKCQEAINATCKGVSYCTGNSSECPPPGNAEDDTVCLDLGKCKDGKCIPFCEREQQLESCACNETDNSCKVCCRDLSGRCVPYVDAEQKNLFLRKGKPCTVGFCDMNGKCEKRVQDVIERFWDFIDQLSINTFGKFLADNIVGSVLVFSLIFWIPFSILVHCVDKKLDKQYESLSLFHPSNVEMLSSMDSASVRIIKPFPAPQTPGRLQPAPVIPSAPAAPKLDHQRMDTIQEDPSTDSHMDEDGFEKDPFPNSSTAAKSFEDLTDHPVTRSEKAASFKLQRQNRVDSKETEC
Tn7 DDE FP – inhibitors of Tn7 peptide binding to human fibrin DD(E). FP displacement of FITC-Tn7 peptide from fibrin DD(E); 0% = median of compound wells per plate. AID 720508. 0.13% of 370,000 active. inhibition, % at 8.3 µM. P02675;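 active = inhibition above the mean of compounds falling within the control limits plus 3 SD of them, cut at about 14% in these data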;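 note: 0% = plate median of compound wells and 100% = 10 µM Aha-Tn7 peptide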
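Assay system: human fibrin DD(E). Input: DD(E) 2 µM final. Medium: Tris buffer with calcium and detergent, pH 7.8. Compound dosing: single point at 8.3 µM. Timing: 10 min plus 3 h, room temperature. Technique: fluorescence polarization of the labelled Tn7 tracer. Read-out: percent inhibition. Replicates: singlicate testing.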
DDE Tn6 FP inh – DD(E)-Tn6 binding inhibition, primary FP screen | P02675 | inhibition, % at 8.3 µM | 0.21% of 370,000 active | Fibrin DD(E) TRITC-Tn6 fluorescence polarization displacement | AID 720509;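 active = inhibition above a per-campaign cutoff: mean of compounds within control limits plus 3 SD, cut at about 15% in these data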;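 note: 0% = median of all compound wells on the plate and 100% = blocking peptide control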
ASAP1 inh – blocks human ASAP1-stimulated Arf1 GTP hydrolysis; Q9ULH1; GDP FP detection; inhibition, % at 16.5 µM; 0.19% of 360,000 active; AID 624377; in the data active = inhibition above about 25%;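 note: 0% = vehicle with enzyme and substrate and 100% = no enzyme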
PLCg1 inh – PLC-gamma1 (human) inhibition, primary screen; P19174; purified PLC-gamma1, fluorogenic substrate, fluorescence; inhibition, % at 12.2 µM; 0.84% of 370,000 active; in the data active = inhibition above about 9.5%
KLK7 zymogen act – activates the human kallikrein-7 zymogen | P49862 | purified proKLK7, EDANS-DABCYL substrate fluorescence; 100% is mature enzyme control, 0% vehicle | activation, % at 7 µM | 0.9% of 370,000 active | AID 652039;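 active = activation above the mean of all tested compounds plus 3 SD, computed per campaign excluding outliers beyond control limits, cut at about 13% in these data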
The depositor's hits bear a star.

1	Cc1ccc(N2CC(C(=O)NC3CC3)CC2=O)cc1 (stereo unspecified)
2	CN(C(=O)c1cccc(NC(=O)Cc2cccc([N+](=O)[O-])c2)c1)C1CCCC1
3	O=C1NCCN1Cc1cccc(Cl)c1
4	Cc1cc(C)cc(-n2nnc(C(=O)NCc3ccc(Cl)cc3)c2N)c1
5	CCOC(=O)C(CC)Sc1nc2c(c(=O)[nH]c(=O)n2C)n1CCc1ccccc1 (stereo unspecified)
6	CC(=O)c1cc2c(cc1NC(=O)C1CCC1)OCO2
7	Cc1cc(C)c(NC(=O)CN2C(=O)NC3(CCOc4ccccc43)C2=O)c(C)c1 (stereo unspecified)
8	Cc1ccc(-c2[nH]c3ccccc3c2SCCNC(=O)c2ccc(S(=O)(=O)N3CCOCC3)cc2)cc1

assay / compound | 1 | 2 | 3 | 4 | 5 | 6 | 7 | 8
DDE Tn6 FP inh | -3.4 | 10.5 | -4.2 | -6.1 | 6.7 | -14.8 | -2.1 | 2.3
Tn7 DDE FP | 0.8 | -2.1 | -4.1 | 0.7 | 6.8 | -1.9 | -0.3 | -2.0
PLCg1 inh | -2.2 | 5.8 | -1.3 | 1.0 | -2.6 | -80.8 | 3.5 | -5.4
ARFGAP1 inh | 1.7 | 1.1 | 0.0 | 14.0 | 0.5 | 3.2 | -2.8 | 0.0
ADAM10 inh | 2.3 | 2.4 | 4.2 | 7.8 | -10.7 | -60.0 | 1.0 | 24.2*
KLK7 zymogen act | -0.4 | -0.4 | 0.4 | 0.9 | 0.4 | 2.7 | 0.8 | -3.5
ADAM17 inh | 1.7 | 2.3 | -1.9 | -1.7 | -3.5 | -21.4 | -2.1 | 11.1*
TDP2 inh | -1.9 | -7.5 | 1.8 | -15.2 | -6.3 | -8.6 | -2.9 | 0.9
ASAP1 inh | -12.6 | 0.5 | -8.0 | -2.0 | -6.2 | 12.8 | -8.4 | 6.8
LEDGF integ inh | 1.7 | 2.3 | -0.2 | 0.3 | 3.7 | -2.0 | -1.2 | 3.1

The closing 4 records of the section before open the next one:
5	CCOC(=O)C(CC)Sc1nc2c(c(=O)[nH]c(=O)n2C)n1CCc1ccccc1 (stereo unspecified)
6	CC(=O)c1cc2c(cc1NC(=O)C1CCC1)OCO2
7	Cc1cc(C)c(NC(=O)CN2C(=O)NC3(CCOc4ccccc43)C2=O)c(C)c1 (stereo unspecified)
8	Cc1ccc(-c2[nH]c3ccccc3c2SCCNC(=O)c2ccc(S(=O)(=O)N3CCOCC3)cc2)cc1
9	O=C(c1ccc(S(=O)(=O)N2CCOCC2)cc1)N(Cc1ccco1)Cc1cccs1
10	CCOC(=O)COc1nc(OC)nc(N2CCOCC2)n1
11	Cc1c(Cl)cccc1NC(=S)NCC(C)C
12	Cc1cc(C(=O)N/N=C/c2ccc(O)c([N+](=O)[O-])c2)c(C)n1-c1ccc(F)cc1
13	CC(C)OCCCNC(=O)Cn1nc(-c2ccccc2)ccc1=O
14	COC(=O)c1ccccc1NC(=O)C(=O)NCc1ccncc1
15	O=C(NC1CCCC1)c1ccc([N+](=O)[O-])s1
16	COCCN(C(=O)c1ccc(N(C)S(=O)(=O)c2ccc(C)cc2)cc1)c1c(N)n(CC(C)C)c(=O)[nH]c1=O

assay / compound | 5 | 6 | 7 | 8 | 9 | 10 | 11 | 12 | 13 | 14 | 15 | 16
DDE Tn6 FP inh | 6.7 | -14.8 | -2.1 | 2.3 | -3.4 | 3.5 | -0.3 | -9.4 | -3.0 | -5.6 | -6.0 | 4.3
Tn7 DDE FP | 6.8 | -1.9 | -0.3 | -2.0 | -5.0 | -1.4 | -0.6 | 5.0 | -0.8 | -5.0 | -0.2 | 0.2
PLCg1 inh | -2.6 | -80.8 | 3.5 | -5.4 | 4.8 | -1.7 | -0.1 | 6.7 | -0.7 | 0.2 | 5.2 | 0.0
ARFGAP1 inh | 0.5 | 3.2 | -2.8 | 0.0 | 4.9 | -0.7 | -3.8 | 1.3 | 11.2 | 13.6 | -3.9 | 13.4
ADAM10 inh | -10.7 | -60.0 | 1.0 | 24.2* | 2.9 | -6.6 | 4.2 | 8.5 | -7.0 | -5.7 | 1.2 | -8.1
KLK7 zymogen act | 0.4 | 2.7 | 0.8 | -3.5 | 0.8 | 0.1 | 0.1 | -0.2 | 0.0 | -0.1 | -0.7 | 0.3
ADAM17 inh | -3.5 | -21.4 | -2.1 | 11.1* | 1.2 | -4.8 | -2.0 | 6.2 | -5.4 | -2.2 | 0.8 | -2.1
TDP2 inh | -6.3 | -8.6 | -2.9 | 0.9 | 10.3 | 10.1 | 2.8 | -5.5 | -11.9 | 1.9 | -3.2 | -1.7
ASAP1 inh | -6.2 | 12.8 | -8.4 | 6.8 | 21.9 | 12.4 | 9.8 | 2.6 | -2.9 | 3.9 | 9.0 | 2.9
LEDGF integ inh | 3.7 | -2.0 | -1.2 | 3.1 | 1.5 | -2.9 | -0.6 | 18.1* | -0.6 | 1.8 | -7.5 | 0.4

17	Cc1cccc(OCCCC(=O)Nc2ccc(S(=O)(=O)Nc3onc(C)c3C)cc2)c1C
18	COc1ccc(CC(=O)N2N=C(C)CC2(O)c2cccnc2)cc1 (stereo unspecified)
19	CC(=O)C1=C(O)C(=O)N(CCN2CCOCC2)C1c1ccc(N(C)C)cc1 (stereo unspecified)
20	Cc1cccc(OCC(=O)NNC(=O)C2CCN(c3ncnc4sc(C)c(C)c34)CC2)c1
21	CCOC(=O)CSc1nc2c(sc(=S)n2Cc2ccco2)c(=O)n1-c1ccc(F)cc1
22	COc1cccc(-n2c(Cn3nc(C(F)(F)F)cc3C)n[nH]c2=S)c1
23	CCCCCCCCCCCC(=O)N/N=C/c1ccco1

assay / compound | 17 | 18 | 19 | 20 | 21 | 22 | 23
DDE Tn6 FP inh | 2.4 | -1.1 | -4.0 | -6.4 | -2.8 | 3.9 | 2.1
Tn7 DDE FP | -5.9 | -3.8 | 7.5 | -1.2 | 4.7 | 1.6 | -3.2
PLCg1 inh | -1.5 | 0.3 | -2.9 | 0.2 | 1.8 | -0.5 | 0.1
ARFGAP1 inh | 3.4 | -2.7 | 7.9 | -3.3 | 3.1 | -8.7 | -4.5
ADAM10 inh | 4.7 | -0.1 | 0.4 | 7.5 | 9.8 | 1.7 | 9.9
KLK7 zymogen act | 0.7 | 0.0 | -0.1 | -0.3 | 0.4 | -0.1 | 0.2
ADAM17 inh | -0.7 | -4.3 | -1.7 | -0.6 | 2.5 | 3.3 | -0.6
TDP2 inh | 14.0 | 3.0 | 0.6 | -2.6 | -1.3 | -3.8 | -4.6
ASAP1 inh | 13.8 | 0.6 | -3.6 | -1.6 | -0.3 | -1.3 | -2.2
LEDGF integ inh | -1.0 | 0.4 | -3.6 | 2.3 | -1.1 | 1.1 | 3.8
